# Source: PubChem BioAssay (The Scripps Research Institute Molecular Screening Center)
# CHO-K1 Ca PAM – counter-screen for M1 PAMs: effect in parental CHO-K1 cells; ATP EC20, Fluo-8 calcium fluorescence; 0% at ATP EC20, 100% at ATP max; activation, % at 3 µM; 0.02% of 360,000 active;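 active means activation above the run cutoff, the mean activation of all test compounds plus 3 SD, cut at about 40% in these data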;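 further: peak over basal fluorescence ratio in a 140 s read after ATP addition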
# CHO parental Ca – signal in parental CHO cells, OX1R antagonist counter-screen; inhibition, % at 5.6 µM; parental CHO-K1, ATP-induced calcium, Fluo-8 fluorescence; 0.63% of 330,000 active;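 active means inhibition above that plate's mean sample inhibition plus 3 SD, cut at about 26% in these data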;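 further: 0% = ATP-challenged DMSO wells and 100% = DMSO wells without ATP; some compounds past the cut are filed as inactive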
#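 Material – parental CHO cells · Reagent – ATP stimulus · Compound – single nominal dose of 5.6 µM per compound · Detection – Fluo-8 fluorescence · Read-out basis – percent inhibition of calcium signal · Controls – ATP-challenged DMSO wells low, unchallenged DMSO wells high · Repeats – no replicates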
# OXTR ag – activates the human oxytocin receptor; 0.32% of 320,000 active; activation, % at 3 µM; CHO-OTR cells, Fluo-8 calcium fluorescence; normalized: DMSO 0%, oxytocin 100%;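 active means activation above the mean of all tested compounds plus 3 SD, cutoff set per screening run, cut at about 20% in these data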;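 further: peak over basal fluorescence ratio from a 100 s FLIPR kinetic read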
# Target sequence (P30559 whole entry, looked up): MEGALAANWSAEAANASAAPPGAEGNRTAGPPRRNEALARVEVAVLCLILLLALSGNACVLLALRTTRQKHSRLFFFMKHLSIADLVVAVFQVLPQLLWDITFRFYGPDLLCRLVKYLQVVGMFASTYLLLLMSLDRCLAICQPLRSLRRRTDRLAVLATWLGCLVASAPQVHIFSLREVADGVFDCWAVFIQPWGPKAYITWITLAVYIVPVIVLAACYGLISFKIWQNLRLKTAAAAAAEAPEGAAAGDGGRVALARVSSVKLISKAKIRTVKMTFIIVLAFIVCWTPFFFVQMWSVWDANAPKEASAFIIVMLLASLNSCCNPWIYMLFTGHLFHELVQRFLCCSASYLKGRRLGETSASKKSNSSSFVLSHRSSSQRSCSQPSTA
# OXTR potentiate – potentiators of human oxytocin receptor. 0.061% of 320,000 active. activation, % at 3 µM. CHO-OTR cells, Fluo-8 calcium fluorescence, potentiator mode; 0% = oxytocin EC15, 100% = EC100. P30559;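 active means activation above that plate's cutoff, the mean activation of tested compounds plus 3 SD, cut at about 6.6% in these data, passing the limit was not always enough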;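 further: 100% uses oxytocin at 75 nM as the full agonist control; some results filed as inactive read as strong as hits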
#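 Dosing: Single dose, 3.0 µM nominal final compound concentration | Material: Human OTR in CHO cells | Technique: Kinetic Fluo-8 calcium fluorescence | Benchmarks: EC15 oxytocin alone as 0%, 75 nM oxytocin as 100% | Probe or stimulus: Oxytocin at about EC15, sub-maximal agonist stimulus | Incubation: Compound 6 min at room temperature before oxytocin, 100 s read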
# V1R ag counter – activates human V1a receptor in oxytocin agonist counter-screen; AID 2797; P37288; CHO-V1R cells, Fluo-8 calcium fluorescence, agonist mode; 0% DMSO, 100% 3 nM vasopressin; activation, % at 3 µM; 0.25% of 320,000 active;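 active means activation above the mean activation of all tested compounds plus 3 SD, per screening run, cut at about 20% in these data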;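 further: signal is peak over basal fluorescence ratio across a 100 second FLIPR read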
# GPR7 antag – human neuropeptides B/W receptor 1 antagonism; AID 1861; P48145; 1.1% of 290,000 active; inhibition, % at 4.4 µM; GPR7-expressing cells, fluorescence antagonist assay; in the data active means inhibition above about 16%, passing the limit was not always enough;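 further: cells stimulated with the agonist NPW; 0% = agonist with vehicle and 100% = vehicle without agonist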
# Target sequence (P48145 whole entry, looked up): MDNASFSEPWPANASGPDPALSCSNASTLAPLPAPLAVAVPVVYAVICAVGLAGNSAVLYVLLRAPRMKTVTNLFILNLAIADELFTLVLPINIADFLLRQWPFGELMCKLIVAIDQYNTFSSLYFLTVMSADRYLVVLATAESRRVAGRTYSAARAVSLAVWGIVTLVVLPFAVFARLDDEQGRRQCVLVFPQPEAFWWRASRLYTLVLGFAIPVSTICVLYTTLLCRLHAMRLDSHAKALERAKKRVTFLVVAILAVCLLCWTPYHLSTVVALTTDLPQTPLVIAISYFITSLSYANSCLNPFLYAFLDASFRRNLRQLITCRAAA
# CHO-K1 Ca antag – counter-screen for M1 antagonists: effect in parental CHO-K1 cells | AID 602250 | inhibition, % at 3 µM | 0.6% of 360,000 active | ATP-induced calcium, Fluo-8 fluorescence;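 active means inhibition above a per-plate cutoff, the plate's mean sample inhibition plus 3 SD, cut at about 24% in these data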;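 further: 0% = DMSO plus EC80 ATP and 100% = DMSO alone without ATP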
# M1 ag parental – counter-screen for M1 agonists: effect in parental CHO-K1 cells | Fluo-8 calcium fluorescence; scaled to maximal ATP response, vehicle zero | activation, % at 3 µM | 0.48% of 360,000 active; in the data active means activation above about 15%;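 further: untransfected CHO-K1 host cells lacking M1 receptor as counterscreen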
# TAAR1 antag – antagonists of human TAAR1 | CHO RD-HGA16 TAAR1, Fluo-8 calcium fluorescence, antagonist | inhibition, % at 3 µM | 1.5% of 360,000 active;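 active means inhibition above a per-plate cutoff, the mean inhibition of test compounds on that plate plus 3 SD, cut at about 49% in these data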;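 further: 0% = DMSO plus EC80 beta-PEA response and 100% = DMSO alone without agonist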
#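 System: RD-HGA16 CHO cells with stable hTAAR1 and Gα16 | Probe or stimulus: EC80 β-phenethylamine stimulus | Dosing: 3 µM, single point | Times: Dye loading 75 min at 37 °C, then 30 min room temperature | Measured by: Fluo-8 calcium-sensitive fluorescence | Read-out basis: % inhibition of agonist calcium response | Replicates: n of 1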
# Starred values were filed as active, the others as inactive; . = no result given.
SMILES,CHO-K1 Ca PAM,CHO parental Ca,OXTR ag,OXTR potentiate,V1R ag counter,GPR7 antag,CHO-K1 Ca antag,M1 ag parental,TAAR1 antag
CCCn1c(N)c(N2CCCCC2)c(=O)n(CC(=O)Nc2ccc(OC(F)(F)F)cc2)c1=O,14,13,-2.2,-10,-0.7,-10,-14,0.5,8
O=c1[nH]c(Cc2ccc(F)cc2)nc2scc(-c3ccc(F)cc3)c12,11,-18,-1.6,-7,1.0,-23,-5,2.1,-2
Nc1cc(N)nc(SCCOc2ccccc2F)n1,-1,-2,0.5,-8,1.5,2,-11,0.3,5
S=C1NC2=C(CCCC2=C2SCCCS2)C(c2ccccc2)N1 (stereo not drawn),4,-19,-1.3,3,-0.2,4,-2,-0.5,-13
Cn1cc(/C=N/NC(=O)COc2ccccc2[N+](=O)[O-])c2ccccc21,-10,-11,1.9,-8,1.7,8,17,0.7,8
Oc1ccc2cc(Br)ccc2c1CN1CCCC1,2,-9,1.1,-5,0.1,1,-3,-0.5,5
COCCCn1c(SCC(=O)Nc2ccc(NC(=O)c3ccco3)c(OC)c2)nc2ccccc2c1=O,25,-15,-0.7,-6,-1.0,8,-14,0.0,-21
COc1ccc(CC(C)Nc2ccccc2F)cc1 (stereo not drawn),13,-11,-1.9,-6,-1.0,-1,-11,-0.3,-5
Cc1ccc(Cl)cc1NC(=O)C(=O)N/N=C/c1ccc2c(c1)OCO2,-3,.,.,.,.,-13,-2,-0.2,-28
Cc1ccc(NC2=C(Cl)C(=O)OC2OC(C)C)cc1 (stereo not drawn),-2,-3,-0.5,1,-0.2,1,3,-0.2,2
CC[C@]12c3[nH]c4ccccc4c3CCN1C(=O)C(CC(=O)NCc1cccc(C(F)(F)F)c1)C[C@@H]2C(=O)N1CCN(C(=O)c2ccco2)CC1 (stereo partly drawn),12,-33,-0.3,-9,-0.1,.,-13,-0.3,-12
Nc1ncnc2c1nc(-c1ccccc1)n2C1OC(CO)C(O)C1O (stereo not drawn),9,.,.,.,.,.,4,0.1,-14
CC1CCCC(C)N1C(=O)CNCc1ccc2c(c1)OCO2 (stereo not drawn),15,-9,0.7,-9,1.0,-1,-11,0.9,3
COC(=O)C1=C(C)N=C2SCCC(=O)N2C1c1cc(Br)ccc1OC (stereo not drawn),22,-24,-1.8,4,-0.5,-4,-8,0.2,5
O=C(Cn1c(=O)oc2cc(S(=O)(=O)N3CCCCCC3)ccc21)NC1CCCCCCC1,12,5,0.0,-8,1.9,-12,-2,0.5,11
CC1(C)C(=O)Nc2ccccc2N1C(=O)COC(=O)c1cccc(O)c1,-9,-5,1.9,-7,0.1,.,-2,3.9,31
Cc1ccccc1C(=O)Nc1ccc(C(=O)NNC(=O)CCCOc2ccc(Cl)cc2Cl)cc1,11,12,0.2,-5,0.7,-8,1,0.5,1
CCC(=O)c1ccc(OCC(O)Cn2nc(C)c(Br)c2C)cc1 (stereo not drawn),-3,-16,1.7,-6,0.5,-7,2,2.7,-20
CCCc1cc(=O)[nH]c(SCc2csc(-c3ccccc3)n2)n1,22,-13,-1.6,-9,2.0,8,2,0.2,3
O=S(=O)(NCCc1ccncc1)c1ccccc1,21,-2,0.5,4,0.0,19,-3,0.1,14

# Given tab-delimited: entries from further up.
structure	CHO-K1 Ca PAM	CHO parental Ca	OXTR ag	OXTR potentiate	V1R ag counter	GPR7 antag	CHO-K1 Ca antag	M1 ag parental	TAAR1 antag
COCCCn1c(SCC(=O)Nc2ccc(NC(=O)c3ccco3)c(OC)c2)nc2ccccc2c1=O	25	-15	-0.7	-6	-1.0	8	-14	0.0	-21
COc1ccc(CC(C)Nc2ccccc2F)cc1 (stereo not drawn)	13	-11	-1.9	-6	-1.0	-1	-11	-0.3	-5

# Remaining list, next part:
SMILES,CHO-K1 Ca PAM,CHO parental Ca,OXTR ag,OXTR potentiate,V1R ag counter,GPR7 antag,CHO-K1 Ca antag,M1 ag parental,TAAR1 antag
COc1cc(NC(=O)c2cccc(C)c2)c(Cl)cc1[N+](=O)[O-],17,-20,-2.3,-1,-1.8,-2,-10,3.8,-21
CC1CCCCC1NC(=O)c1ccc(S(=O)(=O)NNC(=O)c2ccncc2)cc1 (stereo not drawn),2,-5,2.4,-6,0.2,-15,-8,0.3,1
Cc1ccc(S(=O)(=O)N2CCOC2CNC(=O)C(=O)NCCCc2ccccc2)cc1 (stereo not drawn),-19,-16,3.3,-8,4.8,-7,11,-0.3,-23
Cc1ccc(C(=O)NNC(=S)Nc2cccc(Cl)c2Cl)cc1[N+](=O)[O-],12,-6,-0.9,-6,1.2,-9,-12,-0.3,.
CCCCn1c(N)c(N(Cc2ccccc2OC)C(=O)C2=COCCO2)c(=O)[nH]c1=O,20,-18,-0.1,0,0.3,.,-5,0.1,-3
Nc1nc(SCC(=O)NCC2CCCO2)[nH]c(=O)c1NC(=O)c1ccco1 (stereo not drawn),9,3,1.3,1,-0.1,2,-5,0.9,2
CC(NC(=O)NC12CC3CC(CC(C3)C1)C2)C1CCCO1 (stereo not drawn),18,-7,-0.4,0,-0.9,-5,-4,0.6,-1
CCCCC(=O)N/N=C(\C)CC(=O)Nc1cc(Cl)ccc1OC,-7,-23,-2.2,-16,-0.2,-1,10,-0.5,-23
CCOC(=O)c1cccc(N2C(=O)C3C(C(=O)NC4CC4)C4(C)C=CC3(O4)C2C(=O)NC(C)(C)C)c1 (stereo not drawn),20,-1,0.8,-7,-1.1,4,-11,0.0,7
O=C(NCc1ccco1)C(=O)NCC1OCCCN1S(=O)(=O)c1ccc(F)cc1 (stereo not drawn),9,0,0.0,-2,1.0,-14,0,0.7,2
CC(=O)NC(c1ccc(F)c(F)c1)c1nc(-c2cccc(C(=O)O)c2)cs1 (stereo not drawn),20,.,.,.,.,.,-4,0.3,-9
CC1CN(C(C)C)C(C)CC1OC(=O)c1ccccc1 (stereo not drawn),-8,.,.,.,.,-15,-4,0.0,-16
CCc1ccc(-n2c(=S)sc3c(=O)n(-c4ccccc4OC)c(=S)[nH]c32)cc1,23,-13,-0.8,-2,-0.3,-2,-13,0.6,-27
COc1ccc(Cc2nc3ccc(C(=O)NCC4CCOCC4)cc3o2)cc1OC,1,-6,-0.8,-12,0.3,-3,-1,0.8,-11
COc1ccccc1C(=O)C1CCCN(C(=O)C2=CC(=O)CC(C)(C)O2)C1 (stereo not drawn),-2,-16,-1.4,-18,-0.1,-2,-10,1.6,-6
Cc1cccc(NC(=O)CSc2n[nH]c(-c3ccncc3)n2)c1C,12,-10,-0.2,-3,-0.1,-9,-11,0.2,-12
O=C(Nc1ccccc1)c1cc2ccccc2o1,19,-18,-1.9,-8,-1.1,-2,-10,0.1,11
CN(C)c1ncc(S(=O)(=O)c2ccc(Cl)cc2)c(-c2ccccc2)n1,-6,-20,-0.8,-5,-1.0,-13,13,0.6,-4
CC1=CC2C(C3C=CC2(C)C(=O)C3(C)O)C(C)(O)C1=O (stereo not drawn),13,.,.,.,.,.,-16,0.7,-6
O=C1C[C@H]2CCCCC(=O)N3CC[C@@H](C1)[C@@H]23,13,-5,.,.,.,.,-5,0.7,-17

# 2 neighbouring records already listed, for reference:
SMILES,CHO-K1 Ca PAM,CHO parental Ca,OXTR ag,OXTR potentiate,V1R ag counter,GPR7 antag,CHO-K1 Ca antag,M1 ag parental,TAAR1 antag
COc1cc(NC(=O)c2cccc(C)c2)c(Cl)cc1[N+](=O)[O-],17,-20,-2.3,-1,-1.8,-2,-10,3.8,-21
CC1CCCCC1NC(=O)c1ccc(S(=O)(=O)NNC(=O)c2ccncc2)cc1 (stereo not drawn),2,-5,2.4,-6,0.2,-15,-8,0.3,1

# Going on with the list:
SMILES,CHO-K1 Ca PAM,CHO parental Ca,OXTR ag,OXTR potentiate,V1R ag counter,GPR7 antag,CHO-K1 Ca antag,M1 ag parental,TAAR1 antag
O=C1NC(Cc2c[nH]c3ccccc23)C(=O)N1CCOc1ccccc1 (stereo not drawn),13,-16,2.9,-8,0.4,17,-8,0.6,3
CCc1c(O)nc(SCC(=O)Nc2ccccc2OC)n(-c2ccccc2C)c1=O,16,-17,-1.2,-9,0.1,-1,-10,-0.3,-26
O=C(NCc1ccc(Cl)cc1)NCC(F)(F)F,6,-9,-1.7,-14,-0.6,1,2,-0.1,-16
CC(=O)Nc1ccc(Oc2ccc3c(c2)C(=O)NC3=O)cc1,-1,-4,1.6,-9,1.2,7,-1,0.6,-1
CC(C(=O)OCC(=O)c1ccc([N+](=O)[O-])cc1)N1C(=O)C2C3CCC(C3)C2C1=O (stereo not drawn),11,3,2.0,-9,1.0,4,-2,1.3,7
Cc1ccc(CN(Cc2ccco2)C(=S)NCC(=O)NCc2cccnc2)cc1,10,-13,-0.7,-20,0.1,17,3,1.0,-35
CN(C)C(/C=C/Nc1ccc(O)cc1)=C(C#N)C#N,12,5,1.2,5,-0.8,0,2,0.7,13
CC(C)C(=O)Nc1nnn(C)n1,17,3,1.1,5,0.0,-2,-7,0.2,-4
Fc1ccc(Nc2ncnc3sc4c(c23)CCC4)cc1F,8,-22,-2.3,-3,-0.3,-4,-3,0.4,-6
CC1Sc2ccc(C(=O)N(CCc3ccccc3)Cc3ccccc3)cc2NC1=O (stereo not drawn),14,.,.,.,.,.,-4,2.8,26
CCN1CCN(Cc2ccc(NC(=O)c3ccc(C)c(NC(=O)c4ccnnc4)c3)cc2C(F)(F)F)CC1,-4,-11,0.7,-6,1.2,.,-3,0.5,8

# 2 of the compounds above, with values under each structure.
# Second line of a record: CHO-K1 Ca PAM | CHO parental Ca | OXTR ag | OXTR potentiate | V1R ag counter | GPR7 antag | CHO-K1 Ca antag | M1 ag parental | TAAR1 antag
Fc1ccc(Nc2ncnc3sc4c(c23)CCC4)cc1F
→ 8 | -22 | -2.3 | -3 | -0.3 | -4 | -3 | 0.4 | -6
CC1Sc2ccc(C(=O)N(CCc3ccccc3)Cc3ccccc3)cc2NC1=O (stereo not drawn)
→ 14 | . | . | . | . | . | -4 | 2.8 | 26
